High-throughput results from PubChem.
MEP2 TOR yeast: yeast TOR pathway MEP2-GFP modulation. 330,000 tested, 0.51% active. S. cerevisiae MEP2-GFP strain, flow cytometry GFP, 3 h; 100% = DMSO control level. GFP response vs DMSO, % at 10 µM. AID 2016;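 active = GFP response versus DMSO above a set limit, roughly screen mean plus 3 SD, cut at about 180% in these data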;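 note: median GFP fluorescence of the barcode-gated MEP2-GFP cells per well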
RPL19A TOR yeast: yeast TOR pathway RPL19A-GFP modulation. S. cerevisiae RPL19A-GFP strain, flow cytometry, 3 h; active compounds read low. percent response vs DMSO, % at 10 µM. AID 2025. 330,000 tested, 0.3% active;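 active = percent response vs DMSO below 50%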;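 note: median channel GFP fluorescence of the barcoded RPL19A-GFP strain; ratio of sample median GFP to plate DMSO average so 100% = DMSO; lower means less RPL19A-GFP as with rapamycin TOR inhibition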
VLA-4 inh: inhibition in a human VLA-4 binding assay. P13612. VLA-4 expressing cells, ligand binding flow cytometry. inhibition, % (about 7 µM as worked out from the volumes in the protocol). 330,000 tested, 0.2% active; in the data active = inhibition above about 50%
Yeast superoxide: yeast age-related superoxide inhibition as caloric restriction mimetic. superoxide response (% of plate mean), % at 10 µM. S. cerevisiae aged cells, superoxide DHE fluorescence; active compounds read low. 330,000 tested, 0.18% active;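 active = superoxide response under a set limit, about three screen SD below normal, cut at about 65% in these data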;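 note: yeast aged for seven days with compound at 30 °C before DHE staining; 100% = average MFI of all compound-treated wells on the plate with controls excluded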
GRK2 inh: inhibitors of human GRK2 displacing RNA aptamer; P25098; bead flow cytometry, FAM-aptamer displacement from GRK2; inhibition of aptamer binding, % at 10 µM; 330,000 tested, 0.59% active; AID 488847;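 active = inhibition of aptamer binding above 40%, roughly 3 SD of noise, on plates passing a quality check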;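 note: median bead fluorescence of bound FAM aptamer so fluorescent compounds give negative values; no value below 0 was filed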
Target sequence (P25098 whole entry, looked up): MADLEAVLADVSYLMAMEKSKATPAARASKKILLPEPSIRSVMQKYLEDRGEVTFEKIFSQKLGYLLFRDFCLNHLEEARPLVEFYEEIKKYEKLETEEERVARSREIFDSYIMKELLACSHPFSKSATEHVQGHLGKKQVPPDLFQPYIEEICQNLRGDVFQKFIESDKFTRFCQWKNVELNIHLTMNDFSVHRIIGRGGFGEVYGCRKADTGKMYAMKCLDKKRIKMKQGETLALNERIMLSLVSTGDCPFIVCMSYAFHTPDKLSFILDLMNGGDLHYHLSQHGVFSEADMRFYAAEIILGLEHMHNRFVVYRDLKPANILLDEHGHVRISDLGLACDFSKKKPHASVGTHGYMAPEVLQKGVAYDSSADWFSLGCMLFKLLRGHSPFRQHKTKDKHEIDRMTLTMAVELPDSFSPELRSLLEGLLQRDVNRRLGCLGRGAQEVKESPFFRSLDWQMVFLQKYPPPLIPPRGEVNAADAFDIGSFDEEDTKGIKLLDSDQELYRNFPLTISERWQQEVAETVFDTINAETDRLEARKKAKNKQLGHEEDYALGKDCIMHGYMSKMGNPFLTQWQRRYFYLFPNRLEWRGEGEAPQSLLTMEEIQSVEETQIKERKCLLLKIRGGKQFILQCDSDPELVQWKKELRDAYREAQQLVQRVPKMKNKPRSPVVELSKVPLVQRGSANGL
LAP4 TOR yeast: yeast TOR pathway LAP4-GFP modulation. 320,000 tested, 0.34% active. S. cerevisiae LAP4-GFP multiplex, flow cytometry GFP, 3 h; median GFP as percent of DMSO wells. GFP response vs DMSO, % at 10 µM;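 active = GFP response vs DMSO above a set limit, about the screen mean plus 3 SD, cut at about 150% in these data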
AGP1-GFP MLPCN: alters AGP1-GFP fluorescence in TOR pathway yeast screen. GFP response vs DMSO, % at 10 µM. S. cerevisiae AGP1-GFP multiplex flow cytometry, 3 h; GFP as percent of DMSO wells. 320,000 tested, 0.02% active;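 active = GFP response relative to DMSO above a set limit, near screen average plus 3 SD, cut at about 150% in these data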;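 note: median GFP channel fluorescence of the gated AGP1 strain per well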
CIT2 TOR yeast: yeast TOR pathway CIT2-GFP modulation; 320,000 tested, 0.065% active; GFP response vs DMSO, % at 10 µM; S. cerevisiae CIT2-GFP strain, flow cytometry, 3 h; 100 means same as DMSO wells;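 active = GFP response relative to DMSO above a set limit, near the screen mean plus 3 SD, cut at about 150% in these data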;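 note: ratio of well median GFP fluorescence to mean of DMSO wells on the plate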
Starred values were filed as active, the others as inactive; · = not tested or not shown.

SMILES	MEP2 TOR yeast	RPL19A TOR yeast	VLA-4 inh	Yeast superoxide	GRK2 inh	LAP4 TOR yeast	AGP1-GFP MLPCN	CIT2 TOR yeast
COC(=O)CCCN1C(=O)c2cccc3cccc(c23)C1=O	107	103	-11	106	1	95	105	104
COc1cc(C2/C(=C(\O)c3ccc4c(c3)OCCO4)C(=O)C(=O)N2CCN2CCOCC2)cc(OC)c1OC (stereo not drawn)	109	120	4	100	0	83	97	88
COc1ccccc1NC(=S)N/N=C1\CC(C)(C)Oc2ccc(O)cc21	95	91	-6	91	0	91	92	94
C=CCNC(=O)/C(=C\c1ccco1)NC(=O)c1ccco1	115	104	2	97	2	99	100	102
COC(=O)C1CN(S(=O)(=O)c2ccccc2)CCN1S(=O)(=O)c1ccccc1 (stereo not drawn)	103	101	2	118	0	101	95	99
Cc1cccc(NC(=O)CC2SC(=O)N(c3ccccc3)C2=O)c1 (stereo not drawn)	101	94	-9	113	0	165*	87	87
COc1cc(C(=O)N2C[C@@H]3CCC[C@H]2C3)ccc1OC1CCN(C(C)=O)CC1	96	103	-9	119	0	96	96	96
O=C(CCS(=O)(=O)c1ccccc1)Nc1nccs1	112	104	17	94	2	111	110	107
CC1CCN(C(=S)NC(=O)c2ccco2)CC1	98	100	2	91	0	90	96	91
O=C(NCC(O)CO)c1csc(Nc2cccc3ccccc23)n1 (stereo not drawn)	121	105	3	99	3	92	106	117
Cc1ccccc1N(CC(=O)N1CCOCC1)S(C)(=O)=O	102	99	4	106	0	103	97	96
Cc1ccc(C(CC(=O)c2ccco2)SCCO)cc1 (stereo not drawn)	97	105	-2	107	0	·	101	102
O=C1CC(N2CCSCC2)C(=O)N1c1ccc(Br)cc1 (stereo not drawn)	102	104	17	90	1	116	119	102
CCn1cc(C(=O)N2CCN(c3ccc(F)cc3)CC2)c2cc(OC)c(OC)cc2c1=O	109	88	10	105	0	99	86	91
O=S(=O)(NCC(c1cccnc1)N1CCc2ccccc2C1)c1ccccc1 (stereo not drawn)	99	105	-3	72	0	96	106	102
Cc1ccc(NC(=O)Cn2cnc3cc([N+](=O)[O-])ccc3c2=O)cc1	92	101	-8	113	0	101	105	95
CC1(C)Cc2c(sc3c2c(N)nc(=S)n3Cc2ccc(Br)cc2)CO1	92	94	1	108	0	102	98	94
CCC(Oc1ccccc1OC)C(=O)N1CC(=O)Nc2ccccc21 (stereo not drawn)	87	95	1	102	0	83	96	99
O=C(Nc1ccc(Cl)cc1)N1CCN(c2ccc3nnc(-c4ccc(F)cc4)n3n2)CC1	98	97	-3	128	0	99	96	88
CN(CC(=O)Nc1ccc2c(c1)OCO2)CC(=O)Nc1ccc(F)c(F)c1F	102	108	7	104	0	104	105	100
COC(=O)c1c(-c2cccs2)csc1NC(=O)c1cccnc1	117	103	-1	110	2	139	100	86
COc1ccc(-c2nnc(SCC(=O)Nc3ccc(C)cc3)n2C)cc1	102	100	6	95	0	108	95	95
COc1ccccc1N1CCN(S(=O)(=O)CCNC(=O)C2CCCC2)CC1	105	101	4	104	0	95	99	101
CC(=O)N1N=C(c2ccc(Cl)cc2)CC1c1ccc([N+](=O)[O-])cc1 (stereo not drawn)	106	105	-5	99	1	93	99	101
O=C(COc1ccc(S(=O)(=O)N2CCCCC2)cc1)N1CCCC1	115	109	-22	99	2	107	104	112
O=C(COC(=O)C(O)c1ccccc1)NC12CC3CC(CC(C3)C1)C2 (stereo not drawn)	102	104	4	101	2	100	97	92
COc1ccccc1OCCCOc1c(C)cc(C)cc1Br	120	103	34	102	2	97	100	102
COc1cc(/C=N/Nc2nc(=O)[nH]nc2C)ccc1O	107	105	1	96	4	95	101	106
Cc1ccc(C(=O)Nc2ccon2)cc1S(=O)(=O)N1CCCCCC1	106	101	4	87	1	108	102	114
CN(C)S(=O)(=O)N1CCN(S(=O)(=O)c2ccccc2)CC1	94	101	1	101	0	85	97	106

Complete entries from above. Order of values: MEP2 TOR yeast	RPL19A TOR yeast	VLA-4 inh	Yeast superoxide	GRK2 inh	LAP4 TOR yeast	AGP1-GFP MLPCN	CIT2 TOR yeast
O=C(COC(=O)C(O)c1ccccc1)NC12CC3CC(CC(C3)C1)C2 (stereo not drawn) as listed: 102	104	4	101	2	100	97	92
COC(=O)c1c(-c2cccs2)csc1NC(=O)c1cccnc1 as listed: 117	103	-1	110	2	139	100	86
CC(=O)N1N=C(c2ccc(Cl)cc2)CC1c1ccc([N+](=O)[O-])cc1 (stereo not drawn) as listed: 106	105	-5	99	1	93	99	101

More results:
SMILES	MEP2 TOR yeast	RPL19A TOR yeast	VLA-4 inh	Yeast superoxide	GRK2 inh	LAP4 TOR yeast	AGP1-GFP MLPCN	CIT2 TOR yeast
CS(=O)(=O)c1ccc(Cl)c(NC(=O)CN2CCCC2c2ccc3c(c2)OCCCO3)c1 (stereo not drawn)	98	100	5	160	1	114	98	91
Nc1cc(=O)[nH]n1C1CCCC1	101	93	0	95	0	98	104	105
Cc1ccc(Nc2nc3nonc3[nH]c2=O)cc1Cl	104	99	0	103	3	103	103	94
CCn1ncc(CN2CCCC(CNC(=O)c3ccc(F)cc3)C2)c1C (stereo not drawn)	105	100	10	95	2	123	113	105
COc1ccc(C2C(=O)N(C3CCCCC3)CC(=O)N2C2CCCC2)cc1 (stereo not drawn)	104	98	-22	97	0	96	97	96
Cc1cc(C(=O)CCC(=O)N(C)CC(=O)Nc2c(Cl)cccc2Cl)c(C)s1	94	99	5	104	0	100	111	107
O=[N+]([O-])c1ccc2oc(C3CCCCC3)nc2c1	86	93	1	99	4	93	91	88
O=C(CCc1c[nH]c2ccccc12)NCC1COc2ccccc2O1 (stereo not drawn)	105	106	12	91	2	97	101	104
Cn1ccnc1Sc1ccc(/C=N/NC(=O)c2ccccc2[N+](=O)[O-])cc1[N+](=O)[O-]	94	94	10	111	7	92	93	93
CC1=CC(C)(C)N(S(=O)(=O)c2ccc(C)cc2)c2ccc(C)cc21	92	94	12	89	0	103	96	93
CC(=O)c1ccc(OCC(=O)Nc2c(C)nn(-c3ccccc3)c2C)cc1	101	98	-6	105	0	99	105	96
CN1CC(=O)N(CC(=O)Nc2ccc(N3CCOCC3)cc2)C1=O	99	99	7	86	0	103	106	103
O=C(O)CCC1(C(=O)O)OCCc2ccccc21 (stereo not drawn)	98	119	5	98	0	82	91	86
O=C(NC1CCCC1)C(c1ccc(F)cc1)N(C(=O)c1csnn1)c1ccccc1F (stereo not drawn)	105	100	1	110	0	104	103	103
CC(=O)Nc1ccc(N2C(=O)c3cccc4c(O)ccc(c34)C2=O)cc1	103	105	-28	91	5	92	100	104
O=C(Nc1ccc2c(c1)OCCO2)c1ccc2nccnc2c1	100	93	-70	82	0	92	99	98
CCN(CC(=O)NC(C)C)Cc1nc2c(Br)cc(Br)cc2c(=O)[nH]1	102	96	4	100	1	95	95	89
CC(=O)Nc1ccc(S(=O)(=O)N(C)C2CCN(C)CC2)cc1	103	100	4	94	0	89	99	100
Cc1noc(N)c1C1(O)C(=O)Nc2c(Cl)cc(Cl)cc21 (stereo not drawn)	98	98	12	98	3	101	103	101
COc1cccc(C(C(=O)NC2CCCCC2)N(CC2CCCO2)C(=O)CNC(=O)c2ccco2)c1 (stereo not drawn)	106	86	19	99	3	92	85	97
COCCNC(=O)c1cc(-c2ccccc2)nn1CC1CC(c2cccnc2)=NO1 (stereo not drawn)	99	98	29	99	0	95	103	99
CCOC(=O)Cc1csc(NC(=O)c2ccc(S(=O)(=O)N3CCCC3)cc2)n1	100	93	-5	96	1	96	96	95
Cc1ccc(C(=O)/C=C/c2ccc(-c3ccc(C)cc3)o2)cc1	87	100	-22	83	13	115	85	82
CC(C)[C@H]1C(=O)Nc2ccccc2N1C(=O)N[C@@H](Cc1ccccc1)C(=O)N[C@@H](C(=O)O)c1ccccc1	98	93	9	134	0	97	94	88
CCCCCc1c2c(cc(O)c1C(=O)O)OC(=O)c1cc(C(=O)CCCC)c(OC)cc1O2	102	103	0	122	0	102	104	95
COC(=O)c1c(C)[nH]c(O)c1C=Nc1ccc(C(C)C)cc1	101	97	-17	103	1	104	106	88
Cc1ccc(NC(=O)Cc2ccc([N+](=O)[O-])cc2)c(Br)c1	102	107	11	98	0	95	100	100
CCOC(=O)c1csc(NC(=O)C(C)(C)C)n1	103	100	-20	98	1	109	104	101
COc1ccc(NC(=S)N2CCC(NC(=O)c3ccccc3C)CC2)cc1	102	101	3	102	2	91	100	102
O=C(c1cccnc1NCc1ccccc1)N1CCOCC1	116	101	-8	69	1	103	103	105

An excerpt from above, limited to CIT2 TOR yeast and GRK2 inh.
smiles	CIT2 TOR yeast	GRK2 inh
CCOC(=O)c1csc(NC(=O)C(C)(C)C)n1	101	1
Cc1ccc(C(=O)/C=C/c2ccc(-c3ccc(C)cc3)o2)cc1	82	13
COC(=O)c1c(C)[nH]c(O)c1C=Nc1ccc(C(C)C)cc1	88	1
O=C(c1cccnc1NCc1ccccc1)N1CCOCC1	105	1

Remaining list, next part:
SMILES	MEP2 TOR yeast	RPL19A TOR yeast	VLA-4 inh	Yeast superoxide	GRK2 inh	LAP4 TOR yeast	AGP1-GFP MLPCN	CIT2 TOR yeast
CC(C)(C)OC(=O)NCc1ccc(NC(=O)c2nc[nH]c2C(=O)N[C@@H](Cc2ccccc2)C(=O)OCc2ccccc2)cc1	97	98	-12	100	6	129	86	92
CCCCCCNC(=O)c1cc(-c2ccco2)nc2ccccc12	100	102	8	98	5	109	100	86
Cc1ccc2sc(N(CCCN(C)C)C(=O)c3ccc(S(=O)(=O)N4CCc5ccccc5C4)cc3)nc2c1C	102	104	3	110	0	115	104	95
CCc1nnc(NC(=O)C2CCN(C(=O)c3ccco3)CC2)s1	103	99	-11	91	1	91	104	100
O=C1NCCN1Cc1ccccc1F	102	101	-10	99	0	100	98	98
COC(=O)c1cc(Oc2ccc(S(=O)(=O)N3CCOCC3)cc2[N+](=O)[O-])cc(C(=O)OC)c1	104	105	0	110	0	106	107	101
Cc1ccc(C)c(N(CC(=O)Nc2cc(Cl)ccc2Oc2ccccc2)S(C)(=O)=O)c1	101	·	3	97	1	91	102	97
NC(=O)c1ccccc1NS(=O)(=O)c1cccs1	104	98	14	98	0	96	97	88
Cc1ccc(CONS(=O)(=O)c2cc(C)ccc2C)cc1	93	94	-2	93	2	112	94	86
O=C(CNC(=O)C1COc2ccccc2O1)N/N=C/c1ccc([N+](=O)[O-])cc1 (stereo not drawn)	97	103	5	108	0	94	104	102
COc1ccc(CCN(C)C(=O)CNC(=O)c2ccccc2F)cc1OC	109	123	5	94	3	115	110	116
O=C(Oc1ccc2c(c1)OCO2)c1ccc(F)cc1Cl	131	84	4	90	0	95	76	100
CCOc1ccc(C(=O)Nc2nnc(S(=O)(=O)N3CCCCC3)s2)cc1	110	107	-360	111	5	102	109	107
O=C(O)CCS(=O)(=O)c1cc(Br)cc2c1N(C(=O)C1CC1)CC2	105	98	11	101	0	103	100	103
COc1cccc(Nc2nc(C)cc(C)c2C(N)=O)c1	111	102	3	104	4	99	106	104
O=C(N/N=C/c1ccc(O)cc1)/C(=C/c1ccc([N+](=O)[O-])cc1)NC(=O)c1ccccc1	98	93	7	102	2	87	96	93
COCCN(CCOC)C(=O)C1CCCN(S(=O)(=O)c2ccc(NC(=O)OC)cc2)C1 (stereo not drawn)	112	113	1	96	3	116	106	112
Cc1ccc2nsnc2c1S(=O)(=O)N(Cc1cc2cccc(C)c2[nH]c1=O)CC1CCCO1 (stereo not drawn)	104	97	-12	76	0	100	98	98
CC(C)NC(=O)COc1ccc(/C=N/NS(=O)(=O)c2ccccc2)cc1	97	96	-3	105	0	93	95	91
COCCn1c(SCC(=O)NC(=O)NC2CCCCC2)nc2ccccc2c1=O	95	97	10	86	6	100	97	99
O=C(COc1ccccc1)N1CCCC1	104	104	21	102	6	104	99	102
